S1P4 ag = human S1P4 receptor agonism | S1P4-expressing cell line, agonist reporter assay | activation, % at 4.98 µM | hit rate 0.35% among 220,000 | AID 1509; in the data active = activation above about 11%;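 note: 0% = DMSO vehicle and 100% = reference agonist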
EP2 antag = blocks the human prostaglandin E2 receptor EP2 | C6 glioma cells expressing human EP2, cAMP TR-FRET; cells stimulated with saturating PGE2 | inhibition, % at 25 µM | hit rate 0.52% among 260,000;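 active = percent inhibition above 40 after rounding to a whole number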;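 note: rat C6 glioma host cells with rolipram phosphodiesterase inhibitor present; the protocol text gives 20 µM as final concentration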
p97 inhibitor = inhibitors of human p97 ATPase; recombinant p97 ATPase, Kinase-Glo ATP luminescence, 3 h; inhibition, % at 8 µM; hit rate 0.42% among 220,000; AID 1481; in the data active = inhibition above about 15%;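 note: 0% = DMSO vehicle and 100% = wells lacking enzyme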
Target sequence (P55072 whole entry, looked up): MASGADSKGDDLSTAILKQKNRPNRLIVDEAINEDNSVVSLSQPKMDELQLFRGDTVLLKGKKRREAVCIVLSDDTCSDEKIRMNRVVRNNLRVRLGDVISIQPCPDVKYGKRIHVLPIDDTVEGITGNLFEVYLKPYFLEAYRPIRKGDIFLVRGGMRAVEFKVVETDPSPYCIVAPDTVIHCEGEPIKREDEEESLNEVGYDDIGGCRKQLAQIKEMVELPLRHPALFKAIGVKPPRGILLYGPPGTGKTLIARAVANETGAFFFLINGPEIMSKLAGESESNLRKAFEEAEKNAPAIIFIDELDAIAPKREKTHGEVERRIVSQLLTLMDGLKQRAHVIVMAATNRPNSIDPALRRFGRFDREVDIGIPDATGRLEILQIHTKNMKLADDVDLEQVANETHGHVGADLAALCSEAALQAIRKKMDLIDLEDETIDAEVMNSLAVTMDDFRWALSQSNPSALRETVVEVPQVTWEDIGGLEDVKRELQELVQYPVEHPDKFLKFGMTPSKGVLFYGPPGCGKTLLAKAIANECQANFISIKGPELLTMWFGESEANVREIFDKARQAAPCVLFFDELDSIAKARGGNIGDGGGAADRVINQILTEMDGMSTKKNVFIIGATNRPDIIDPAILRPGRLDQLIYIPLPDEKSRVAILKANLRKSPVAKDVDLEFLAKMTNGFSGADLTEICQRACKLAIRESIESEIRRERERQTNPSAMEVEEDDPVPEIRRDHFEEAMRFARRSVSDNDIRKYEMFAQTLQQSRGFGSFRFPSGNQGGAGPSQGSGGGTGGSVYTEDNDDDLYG
eIF4E-4G inh = inhibitors of eIF4E and eIF4G interaction in translation initiation; TR-FRET eIF4E-eIF4GI(517-606) binding, 2 h; P63073+Q04637; AID 782; inhibition, % at 21.7 µM; hit rate 0.37% among 220,000;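 active = inhibition above about 30%, limit read from the data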;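 note: 0% = full FRET control wells and 100% = background wells lacking eIF4GI fragment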
NPY-Y2 PAM-ag = potentiators or agonists of human neuropeptide Y receptor Y2; cells expressing NPY-Y2, potentiator/agonist read-out; activation, % at 3.6 µM; hit rate 0.45% among 220,000; in the data active = activation above about 27%;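 note: cells stimulated with NPY near EC25 plus isoproterenol at EC100; 0% = vehicle plus submaximal agonist and 100% = vehicle plus saturating agonist; some results beyond the cut were filed as inactive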
NPY Y1 blocker = blocks the human neuropeptide Y Y1 receptor; P25929; HEK293-CNG Y1 cells, membrane potential fluorescence; NPY at EC95, then isoproterenol; inhibition, % at 3.6 µM; hit rate 1% among 200,000;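 active = inhibition above the campaign mean inhibition of all tested compounds plus 3 SD, cut at about 20% in these data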;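 note: 0% = DMSO wells given NPY plus isoproterenol and 100% = isoproterenol alone without NPY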
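material = HEK293 cells with Y1 receptor plus CNG channel | also added = NPY 25 nM then isoproterenol 1 µM plus Ro 20-1724 25 µM | schedule = dye 3 h, compound 60 min room temperature, stimulation 45 min | measured by = membrane potential fluorescence | benchmarks = high control isoproterenol alone, low control NPY with isoproterenol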
NPY1 pot ag = human NPY-Y1 potentiation or agonism, primary screen; NPY-Y1 expressing cells, potentiator/agonist activation; activation, % at 3.6 µM; hit rate 0.37% among 220,000; AID 1304; in the data active = activation above about 33%, passing the limit was not always enough;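 note: cells stimulated with NPY at EC10 then isoproterenol at EC100; 0% = low agonist plus stimulus and 100% = saturating agonist plus stimulus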
EP2 mod = EP2 receptor (human) modulation. EP2-expressing cells, cAMP HTRF FRET, PGE2 co-stimulation. AID 940. induction, % at 25 µM. P43116. hit rate 0.83% among 260,000;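 active = compounds whose cAMP rise, as percent of the full-agonist control response, exceeds 60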;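 note: rat C6 glioma line stably carrying human EP2 under a CMV promoter; the protocol text gives 20 µM as final concentration; 100% = response of wells given 1 µM PGE2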
S1P4 antag = blocks the human S1P4 receptor | hit rate 0.26% among 220,000 | inhibition, % at 4.98 µM | S1P4-expressing cells, antagonist mode, reporter read-out | AID 1510; in the data active = inhibition above about 29%;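 note: 0% = wells stimulated with agonist and 100% = vehicle wells without agonist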
* hit, by the source's call; · = no result given; & = joins results of further samples; [ ] = dose if it differs, or a comment.

Values run as follows: S1P4 ag	EP2 antag	p97 inhibitor	eIF4E-4G inh	NPY-Y2 PAM-ag	NPY Y1 blocker	NPY1 pot ag	EP2 mod	S1P4 antag
CC1(C)CC(=O)C=C(Nc2ccccn2)C1
 : 0.2	2	2	5	9	5	16	24	-10
CC1SC(=NC(=O)C(C)N2C(=O)c3ccccc3C2=O)NC1=O (stereo not given)
 : -0.1	15	3	3	3	5	9	26	-14
CCNC(=S)/N=C(/Nc1ccccc1)Nc1nc(C)cc(C)n1
 : 0.2	7	2	-8	-6	·	-17	70*	16
O=C(CN1CCN(Cc2ccccc2F)C1=O)NCc1ccco1
 : -3.4	4	-2	-2	0	5	9	12	-24
CC(C)C(c1nnnn1Cc1cccs1)N1CCN(C(=O)c2ccco2)CC1 (stereo not given)
 : -0.8	12&7	1	-4	-11	5	-2	-22&5	-2
COc1ccc(C(=O)NCC2OCCc3ccccc32)c(O)c1 (stereo not given)
 : -0.5	13	-6	-8	-9	4	-8	43	-22
CS(=O)(=O)Nc1ccc(C(=O)NC2CCCCC2)cc1
 : 1.7	2	2	-2	1	11	0	20	-9
Cc1cc2nc3c(=O)[nH]c(=O)[nH]c3nc2c([N+](=O)[O-])c1N
 : -1.3	7	14	50*	14	3	5	-15	-4
COC(=O)c1[nH]c2cccc(OC)c2c1NC(=O)CCN1CCC(C(N)=O)CC1
 : -0.1	12	5	1	8	-9	0	-4	-23
CCc1c(C)nc2nc(NC(C)=O)[nH]n2c1=O
 : -1.5	3	1	6[fluorescence artefact?]	1	2	6	23	-8
CCN(CC)C(=O)CC1(c2ccccc2OC)CCOC(C(C)C)C1 (stereo not given)
 : -1.1	6	-5	0[fluorescence artefact?]	5	16	-27	20	10
O=C(CCS(=O)(=O)Cc1ccccc1F)NCc1ccccc1Cl
 : 2.5	7	-3	-3	0	-3	6	1	-16
CC1(C)Cc2nc3sc4c(SCC(=O)NCc5ccco5)ncnc4c3cc2CO1
 : 0.4	15	-2	-21	-11	13	-13	8	8
COC(=O)c1[nH]c2ccccc2c1NC(=O)CN1CCCc2ccccc21
 : 1.4	10	3	-13	-4	3	-10	-5	-27
CC1(C)Cc2ccccc2-c2nnc(-c3cccnc3)n21
 : 1.3	·	0	-7	6	-1	11	9	-12
O=C(COC(=O)Cc1ccccc1[N+](=O)[O-])NCc1ccccc1Cl
 : 1.5	15	-1	3	-9	13	-1	34	-13
Cc1cc2cc(CN(Cc3cccs3)S(=O)(=O)c3ccc4c(c3)OCCO4)c(=O)[nH]c2cc1C
 : -0.2	18	5	-3	-9	-2	-35	-8	-16
Cc1ccc(C)c(NC(=O)CSc2nnc3n2CCCCC3)c1
 : -0.8	11	4	-5	-6	-2	-5	2	-13
COC(CN1CCc2c(C)nc3c(C#N)cnn3c21)OC
 : 0.4	6	-4	3	3	-2	8	20	-19
CC(C)c1nccn1S(=O)(=O)c1cccc([N+](=O)[O-])c1
 : -0.9	6	6	-1	1	-2	-1	10	-9
Fc1ccc(C2CCCCN2Cc2nc(CC3CC3)no2)cc1 (stereo not given)
 : 2.2	-2	3	-3	6	1	8	17	-11
COC(=O)c1ccc(C)c(NS(=O)(=O)c2ccc(OC)cc2)c1
 : 2.3	·	2	2	-2	13	6	5	5
Cc1cc(C)n(CC(=O)O)n1
 : -0.1	6	1	6	5	4	4	-5	18
COC(=O)C1=C(N)Oc2cc(C)n(Cc3cccnc3)c(=O)c2C1c1cccc(OC)c1OC (stereo not given)
 : -2.7	16	7	-8	-3	4	3	-7	-26
CCc1nnc(NC(=O)C2=CCN(S(=O)(=O)c3ccc(F)cc3)CC2)s1
 : 0.4	3	7	-5	11	·	11	14	-11
COC(=O)N1[C@H](C)C=C[C@]1(Cc1ccccc1)C(=O)O
 : 1.3	9	-4	4[fluorescence artefact?]	-8	-1	-4	24	-10
O=C(Nc1cc(C(F)(F)F)ccc1N1CCCCC1)c1cccc([N+](=O)[O-])c1
 : -0.7	3	-3	0[fluorescence artefact?]	0	-5	-1	38	12
N#CCSc1nccc(-c2cc(Cl)sc2Cl)n1
 : -3.1	13	2	2	-12	8	-51	45	2
Cc1cccc(-n2ncc3c(NC(C)C)ncnc32)c1
 : -1.5	10	0	-4	-1	5	-5	-2	-9
COC(=O)c1ccc(OCC(O)Cn2nnc3ccccc32)cc1 (stereo not given)
 : 1.4	5	1	5	-3	1	14	-29	-19
CCN(CC)C(=O)c1c(NC(=O)c2ccccc2)sc(C)c1C
 : 1.9	6	15*	-6	-11	-5	13	14	-4
Nc1c(C(=O)N/N=C/c2ccccc2)cnn1-c1ccccc1
 : 0.7	7	1	-3	-18	·	7	-54	-24
CCc1ccc(C(=O)Nc2cccnc2Oc2ccc(Cl)cc2)cc1
 : 1.0	11	-4	3	-88	·	-102	-29	1
CCOC(=O)/C(=C/c1ccc(N2CCC(c3ccccc3)=N2)cc1)C(C)=O
 : 2.7	8	-3	5	-17	-4	-7	46	-15
COC(=O)CSc1nc2cc3c(cc2cc1C)OCCO3
 : 2.2	11&6	2	0[fluorescence artefact?]	6	3	7	-6&4	-18
Cc1ccc(NC(=O)CSc2nc3ccccc3c(=O)n2CCCC(=O)NCCCN2CCOCC2)cc1C
 : 0.1	4	-3	13	2	9	-11	14	0
Cc1cc(C)c2[nH]c(O)c(N=NC3=NC(=O)CS3)c2c1
 : -0.3	5	7	-4	23	·	39	4	1
O=C(c1cccc([N+](=O)[O-])c1)N1CCN(c2ccc(Cl)cc2)CC1
 : -0.7	9	1	22[fluorescence artefact?]	8	-4	16	-24	12
CCCCOc1ccc(C(=O)NN2CCN(C)CC2)cc1
 : -0.5	8	0	5	-4	6	-9	-1	-23
O=C(CNC(=O)c1ccccc1)OC(C(=O)c1ccccc1)c1ccccc1 (stereo not given)
 : 1.1	10	-7	2[fluorescence artefact?]	3	-4	-8	21	-19
Cc1nc(N2CCOCC2)c2c(C)c(C(=O)Nc3ccc(F)cc3F)sc2n1
 : -0.9	12	2	2	1	5	-9	-29	-10
CC1(CC(=O)O)C(=O)N=C2C=CC=CN21 (stereo not given)
 : -0.4	6	-4	5	-1	6	4	27	-28
O=C(O)/C=C/C(=O)NCc1csc2ccccc12
 : 0.6	3	7	2	-14	·	3	8	-2
COc1ccccc1NC(=O)C(=O)N1N=C(C(C)C)CC1(O)C(F)(F)F (stereo not given)
 : -3.9	5	0	0	2	-5	11	34	-10
COc1ccc(-n2c3c(cc(C(=O)Nc4ccc(C)cc4)c2=O)C(=O)CCC3)cc1
 : 0.1	11	8	·	-3	2	-5	·	3
CCS(=O)(=O)c1ccc(O)c(NC(=O)COc2ccc(Cl)cc2)c1
 : -2.0	5	2	0	-6	2	-16	7	2
O=C(NC1CCS(=O)(=O)C1)N1CCCCC1 (stereo not given)
 : 2.6	13	1	-18	-3	-8	-9	16	-18
CCC1S/C(=N/N=C/c2ccco2)N(c2ccc(F)cc2)C1=O (stereo not given)
 : 0.1	7	-5	-1	10	1	-23	22	5
COc1ccc(OC)c(NC(=O)c2cnc3n(c2=O)CCS3)c1
 : 0.1	7	8	0[fluorescence artefact?]	6	0	-9	-2	-9
O=C(O)CCN1C(=O)/C(=C\c2ccncc2)SC1=S
 : -2.3	2	3	-7	-9	3	6	0	7
O=C(c1ccc(-n2cnnn2)cc1)N1CCN(C(c2ccccc2)c2ccccc2)CC1
 : 1.7	13	-8	6	-16	-3	16	20	-1
O=C(O)CSc1nnc(-c2ccccc2O)n1Cc1ccccc1
 : 0.7	11	6	2	2	-4	5	30	-6
O=C(COc1ccc(S(=O)(=O)N2CCCC2)cc1Cl)Nc1ccc2c(c1)OCO2
 : -0.5	13	-1	4[fluorescence artefact?]	-3	-5	-12	-9	-9
CC1=C(OC(=O)C(C)(C)C)C(C)(C)C(c2ccccc2)OC1=O (stereo not given)
 : -0.6	10	-1	-1[fluorescence artefact?]	0	0	-5	-57	-15
Cc1oncc1C(=O)NC1CCCCC1
 : -1.0	4	-3	-1	3	3	-1	-4	-4
Cc1nn2c(NCCOCCO)c3c(nc2c1-c1ccccc1)CCCC3
 : 1.0	8	-6	3	-7	-3	1	36	-14
CC(C)Oc1ccc(C(=O)Nc2ccc(Cl)c(S(=O)(=O)Nc3ccc(Cl)cc3)c2)cc1
 : 1.4	9	3	1	-9	4	7	-26	-12
Cc1cc(C)nc(Nc2n[nH]c(COc3ccccc3)n2)n1
 : -0.4	5	1	3[fluorescence artefact?]	-2	10	7	-31	-11
CC(=O)Nc1ccc(S(=O)(=O)N(CCO)Cc2ccccc2)cc1
 : 0.3	5	1	-8	-1	4	-10	8	-2
CC1(C)CC(O)(CCNCc2ccc3c(c2)OCO3)CCO1 (stereo not given)
 : 1.6	13	-1	6[fluorescence artefact?]	-10	5	-10	-10	-9

In the list so far, these have a cyano group:
Values run as follows: S1P4 ag	EP2 antag	p97 inhibitor	eIF4E-4G inh	NPY-Y2 PAM-ag	NPY Y1 blocker	NPY1 pot ag	EP2 mod	S1P4 antag
COC(CN1CCc2c(C)nc3c(C#N)cnn3c21)OC
 : 0.4	6	-4	3	3	-2	8	20	-19
N#CCSc1nccc(-c2cc(Cl)sc2Cl)n1
 : -3.1	13	2	2	-12	8	-51	45	2

(listing goes on)
Values run as follows: S1P4 ag	EP2 antag	p97 inhibitor	eIF4E-4G inh	NPY-Y2 PAM-ag	NPY Y1 blocker	NPY1 pot ag	EP2 mod	S1P4 antag
COc1ccnc(N=CNOCc2ccc(F)cc2Cl)c1C#N
 : 1.0	16	3	-8	-4	4	3	-3	-3
CCN(C(=O)c1ccc2c(Cl)c3c(nc2c1)CCC3)c1cccc(C)c1
 : 1.6	9	-1	4	0	5	0	55	12
C=C1N(CCCCCC(=O)O)C(=O)OC12CCCCC2
 : 0.9	4	1	9	4	3	2	11	-7
O=C(N/N=C/c1sc(N2CCCCC2)nc1-c1cccs1)C1CC1
 : 1.4	8	7	-4	2	-6	-3	19	-15
COCCn1c(C)cc(C(=O)CSc2nc(C)nc3sc4c(c23)CCC4)c1C
 : -1.8	6	-5	·	-18	4	-12	·	-30
COCCn1c(N/N=C(C)/C=C/c2ccccc2)nc2c1c(=O)[nH]c(=O)n2C
 : -1.3	7	1	-4	1	-1	-3	-13	3
O=C(Nc1ccccc1)C1=C(N2CCOCC2)/C(=C/c2cccnc2)CC1
 : -0.7	11	-6	-3	-1	0	-6	-13	-3
Cc1c(C(=O)NCCCN2CCOCC2)sc2nc(-c3ccc(F)cc3)cn12
 : -0.2	3	6	0	-9	-2	-23	-8	-16
COC(=O)[C@H](CCSC)NC(=O)Nc1cc(OC)cc(OC)c1
 : -0.3	5	1	-2	5	·	0	-13	0
CC(=O)Nc1ccc(S(=O)(=O)Nc2ccc(=O)n(Cc3ccc(Cl)c(Cl)c3)c2)cc1
 : 2.0	3	4	-3	6	-4	-3	22	-13
CC(=O)Oc1cccc(/C=C2\C=C(c3ccc(C)cc3)OC2=O)c1
 : 0.8	3	-4	0	-11	1	-9	10	-6
COc1ccc(C(=O)C[n+]2ccc(C)cc2)cc1
 : 0.5	6	4	-2	-12	2	-22	-3	-17
COCCNC(=O)C(C)OC(=O)C1=Cc2ccccc2OC1 (stereo not given)
 : -1.1	9	1	1	-12	5	-1	-5	0
Nc1c2c(nc3ccccc13)CCCC2
 : 0.3	12&6&9	5	2	8	-5	-24	8&12&20	2

This is a subset; the hit share may differ from the screen's.
